# Assay outcomes (PubChem BioAssay)
# Arr AP2 block: blocks beta-arrestin peptide binding to AP2 adaptin | FITC-arrestin peptide / GST-AP2 beads, flow cytometry; AP2 beta2 appendage carries R879A mutation | inhibition, % at 10 µM | 0.31% of 340,000 active | AID 504490;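 active = inhibition above a set limit, near 3 SD of compounds lacking own fluorescence, cut at about 54% in these data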;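 also: plate controls were DMSO wells for no effect and 5 µM unlabelled arrestin peptide for full effect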
#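 Measured by: flow cytometry, FL1 (488/535 nm); Material: AP2 appendage R879A on GSH beads; Evaluation: percent response; Timing: pre-incubation 12 min, peptide binding 1 h, room temperature; Also added: 50 nM FITC-arrestin peptide; Medium: PBS with 0.05% Tween 20 and 0.1% BSA.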
# Keap1 Nrf2 FP: inhibitors of human Keap1-Nrf2 protein-protein interaction | AID 504523 | Keap1 Kelch-Nrf2 peptide fluorescence polarization, 1536-well | inhibition, % at 9.4 µM | Q14145 | 0.15% of 340,000 active; in the data active = inhibition above about 12%;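 also: human Keap1 Kelch domain with fluorescein labeled Nrf2 9mer peptide probe; 0% = neutral control wells and 100% = peptide positive control; higher means more block of Keap1 binding to Nrf2 peptide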
# DAGLB inh: diacylglycerol lipase beta (human) inhibition | HEK293T DAGLB membrane lysate, EnzChek fluorogenic substrate | 0.059% of 340,000 active | AID 504411 | Q8NCG7 | inhibition, % at 5.17 µM; in the data active = inhibition above about 34%;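 also: 0% = enzyme with vehicle and 100% = wells lacking enzyme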
# CAL PDZ FP-1: blocks peptide binding to the human CAL PDZ domain; purified CAL PDZ, TMR-peptide fluorescence polarization, 1 h; Q9HD26; inhibition, % at 24.9 µM; 0.92% of 300,000 active; AID 602252;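 active = mean inhibition of at least 30% with at least half of replicates also reaching 30%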;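 also: 0% = DMSO neutral control and 100% = excess unlabeled competitor peptide PRC23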
# DSG3 Ab inh: blocks pemphigus antibody binding to human desmoglein-3; DSG3-coupled beads, scFv-anti-DSG3-GFP binding, flow cytometry; stronger effect = lower value; binding (percent of control), % at 10 µM; 0.48% of 310,000 active; AID 588358;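 active = binding more than 3 SD below its plate's average and above zero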;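 also: hits lower antibody fragment binding to DSG3; some compounds called inactive have numbers as strong as hits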
# Target sequence (P32926 whole entry, looked up, the tested form may be a part): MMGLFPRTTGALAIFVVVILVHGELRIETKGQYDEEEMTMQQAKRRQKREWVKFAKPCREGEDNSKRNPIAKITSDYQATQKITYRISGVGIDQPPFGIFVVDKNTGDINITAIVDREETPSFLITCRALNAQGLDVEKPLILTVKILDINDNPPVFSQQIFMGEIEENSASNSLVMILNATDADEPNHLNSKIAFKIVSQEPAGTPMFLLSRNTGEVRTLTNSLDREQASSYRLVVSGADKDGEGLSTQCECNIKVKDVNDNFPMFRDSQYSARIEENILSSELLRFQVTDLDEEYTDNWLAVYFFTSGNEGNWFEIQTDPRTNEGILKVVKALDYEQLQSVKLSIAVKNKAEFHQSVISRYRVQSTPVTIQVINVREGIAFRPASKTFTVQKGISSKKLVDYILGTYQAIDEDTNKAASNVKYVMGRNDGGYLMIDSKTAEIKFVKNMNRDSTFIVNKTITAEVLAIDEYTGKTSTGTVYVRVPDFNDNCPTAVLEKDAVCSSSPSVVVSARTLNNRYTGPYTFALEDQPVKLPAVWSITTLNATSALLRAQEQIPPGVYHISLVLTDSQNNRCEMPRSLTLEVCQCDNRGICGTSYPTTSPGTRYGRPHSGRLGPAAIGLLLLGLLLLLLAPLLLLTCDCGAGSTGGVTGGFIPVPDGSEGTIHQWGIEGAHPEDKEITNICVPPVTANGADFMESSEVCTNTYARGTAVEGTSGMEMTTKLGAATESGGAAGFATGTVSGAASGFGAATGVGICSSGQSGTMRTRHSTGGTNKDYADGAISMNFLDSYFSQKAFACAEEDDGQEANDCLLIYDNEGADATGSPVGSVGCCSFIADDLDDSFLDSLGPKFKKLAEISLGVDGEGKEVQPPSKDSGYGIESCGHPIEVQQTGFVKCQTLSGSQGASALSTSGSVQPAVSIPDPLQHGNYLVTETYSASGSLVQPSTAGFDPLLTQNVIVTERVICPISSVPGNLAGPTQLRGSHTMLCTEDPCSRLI
# NSD2 HMT inh: NSD2 (human) methyltransferase inhibition. 0.54% of 310,000 active. NSD2 peptide methylation, AlphaScreen, 120 min. inhibition, % at 12.5 µM; in the data active = inhibition above about 50%
# V-ATPase pH: alters yeast V-ATPase proton transport. response, % at 10 µM. 0.37% of 350,000 active. S. cerevisiae, pHLuorin cytosolic pH fluorescence; in the data active = response mostly above about 7.3%, no sharp cut-off; inactive = mostly below about 5.4%; also: actives read high; inactives centre near 0; some compounds called inactive have numbers as strong as hits; reference of the scale not given here
# LANA DNA inh: blocks KSHV LANA C-terminal domain binding to DNA | MBP-C-LANA/FAM-LBS DNA binding, fluorescence polarization | inhibition, % at 9 µM | 0.078% of 340,000 active | AID 504423;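 active = highest replicate inhibition at or above 60% at 9 µM, even if other replicates fall short; inactive = all replicates below 60% inhibition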;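 also: 0% = neutral control wells and 100% = 4 µM acridine orange control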
# CAL PDZ FP-2: inhibitors of human CAL PDZ peptide binding; Q9HD26; purified CAL PDZ, TMR-peptide fluorescence polarization, 1 h; inhibition, % at 20 µM; 0.02% of 330,000 active; AID 504414;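 active = highest replicate inhibition of at least 40%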;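 also: plate controls were DMSO neutral control wells for no effect and unlabeled competitor peptide control wells for full effect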
#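 material = purified tagged CAL PDZ domain construct (CerCALP) | compound dosing = 20 µM, one dose | times = 1 h at RT | measured by = fluorescence polarization from S- and P-plane intensities, G-factor corrected | read-out = inhibition from polarization loss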
# RTF Ca sens inh: cardiac RTF calcium desensitization; P19429+P45379; IANBD-labeled cardiac RTF, Ca2+ fluorescence; inhibition, % at 7.15 µM; 0.12% of 340,000 active; AID 493244;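 active = inhibition above the mean inhibition of all tested compounds plus 3 SD, cut at about 17% in these data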;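 also: assay run at fixed EC70 calcium of 1.6 mM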
# * hit, by the source's call; nt = no result given.
SMILES,Arr AP2 block,Keap1 Nrf2 FP,DAGLB inh,CAL PDZ FP-1,DSG3 Ab inh,NSD2 HMT inh,V-ATPase pH,LANA DNA inh,CAL PDZ FP-2,RTF Ca sens inh
Cc1ccc2c(c1)N(CC(=O)Nc1ccc3c(c1)OCCO3)C(=O)CO2,-7,-2,0,-3,96,-4,0,0.7,-2.9,-2
N#CC1=C(N)N(c2ccccc2)C2=C(C(=O)CCC2)C1c1ccccc1 (centres undefined),26,1,2,-2,nt,5,0,1.3,-0.8,-11
O=C(CSc1nc2ccc(Cl)cc2[nH]1)c1ccc2c(c1)OCO2,-1,-7,1,-1,102,nt,0,0.7,0.1,-5
CSc1nc(C)nc2c1c(=O)n(C)c(=O)n2C,-5,1,0,nt,98,nt,-2,0.9,-0.8,1
COCCNc1nc(-c2cc(C)c(C)cc2C)cs1,-1,0,-4,-2,100,4,-1,-1.3,-7.4,3
COc1ccc(N(CC(O)CN2C(=O)NC(C)(C)C2=O)S(=O)(=O)c2ccc(C)cc2)cc1 (centres undefined),8,2,0,-2,110,-7,3,-1.8,-0.5,-5
Cn1c2ccccc2c2nnc(SCC(=O)NC3CC3)nc21,-8,-5,0,nt,120,nt,0,2.0,-0.7,-11
Cc1ccc(S(=O)(=O)n2cccc2C)cc1,-7,nt,nt,nt,117,-1,-6,nt,nt,nt
COc1cc(C2c3[nH]c4ccccc4c3CC3COC(=O)N32)cc(OC)c1O (centres undefined),-10,-5,1,-7,89,2,9,0.6,-1.0,5
COC(=O)c1cc(NCc2cccs2)ccc1N1CCOCC1,6,3,3,nt,97,1,3,-0.7,0.0,-7
COc1ccc2cc(/C=C3\SC(=S)NC3=O)c(N3CCOCC3)nc2c1,-1,-7,25,-2,120,31,3,2.5,-3.5,-5
O=C(NC(=O)c1ccccc1O)c1ccc(C(F)(F)F)cc1,4,nt,nt,nt,104,-1,6,nt,nt,nt
O=C(O)c1cscc1-c1cccc2ccccc12,nt,nt,0,nt,107,0,-3,nt,nt,nt
COc1c(C)cccc1C(=O)Nc1cc(Cl)ccc1N1CCOCC1,-2,2,-4,-4,112,-3,2,-0.4,-1.2,-2
CNc1c(C(=O)O)ccc2c1C(=O)c1ccccc1C2=O,-5,-5,10,0,102,14,1,-1.6,-0.2,-3
CC(C)(C)NC(=O)CSc1nnc(CN2CCCCCC2=O)n1-c1ccccn1,-4,8,-5,-10,nt,-3,-5,-1.4,-0.5,10
CC(C)NC(=O)NC(=O)CSc1nncn1C,1,-6,0,nt,98,-1,3,-0.3,-1.4,-2
COc1ccc(S(=O)(=O)Nc2cc(C)c(O)c(S(=O)(=O)c3ccccc3)c2)cc1,9,0,-1,-1,nt,1,-3,-0.3,-0.7,-2
CCN1C(=O)C(CC(=O)Nc2ccc(OC)cc2)N(CCCN2CCN(c3ccc(OC)cc3)CC2)C1=S (centres undefined),7,1,2,-3,105,7,0,-1.4,-0.8,-2
O=C(NCCOCC(F)(F)C(F)F)c1cc(F)c(F)cc1Cl,-6,-1,-3,1,99,-1,1,0.6,0.9,-3
O=C(COC(=O)CCc1ccccc1)Nc1cc([N+](=O)[O-])ccc1F,7,2,-1,-4,103,8,-1,-0.3,-1.0,-26
O=C(Nc1cc(=O)c2ccccc2o1)N1CCOCC1,32,-5,-3,-4,101,0,-4,2.5,-1.2,4
CCOC(=O)C(NCCc1ccccc1)(NC(=O)CC)C(F)(F)F (centres undefined),nt,-5,0,-1,nt,-4,-5,-0.2,2.7,-18
Cc1cc(C)cc(C(=O)NC(CC(N)=O)c2ccc(NC3CCCCCC3)c([N+](=O)[O-])c2)c1 (centres undefined),3,-5,1,1,105,nt,1,-0.2,-0.3,-15
Cn1ccc(C(=O)Oc2ccc(C(=O)Nc3ccc(F)cc3F)cc2)n1,-7,-3,1,-7,102,-2,0,-5.1,-3.0,-10
O=S(=O)(c1ccccc1)N1CCN(C2CCCCCCC2)CC1,3,-3,-3,-3,111,nt,0,0.0,-3.7,4
O=C(Oc1c(CN2CCOCC2)cc(Cl)c2cccnc12)c1ccccc1Br,8,2,-5,4,93,-1,-1,-0.1,0.2,-16
O=c1cc(CO)oc(C(Nc2ccccn2)c2ccc(C(F)(F)F)cc2)c1O (centres undefined),16,-9,-1,-4,108,22,-9,-1.6,0.7,-1
CCCCCCN1C2=NCCCN2c2ccccc21,19,6,-1,5,95,-1,-1,0.3,0.9,-6
CCn1c(CCNC(=O)c2ccc(Cl)cc2)nnc1SCC(=O)NC1CCCC1,4,-4,-1,nt,108,-3,-2,1.1,-0.1,-9
COc1cc(OC)c2c(-c3cccc(-c4ccc(CO)cc4)c3)cc(=O)oc2c1,36,-4,-1,-2,93,nt,1,-0.8,-3.4,-9
Cc1cc(C)c(C)c(OC(=O)c2sc(Cl)nc2C)c1,11,-7,-6,-5,79,0,-11,-2.0,-0.8,-3
CCOC(=O)CSc1n[nH]c(=S)s1,16,1,-1,4,111,-4,2,-0.1,-1.9,1
CCOC(=O)c1c(N)n(CCOC(=O)c2cccs2)c2nc3ccccc3nc12,19,-2,-2,-4,84,nt,1,0.8,-4.8,2
O=C(O)c1cccc(NC(=O)c2cn(-c3ccccc3)nc2-c2cc3ccccc3o2)c1,-3,3,4,nt,117,-1,4,-1.9,-3.3,-3
CCCCOc1ccc(C(=O)Nn2cnnc2)cc1,-6,1,-1,nt,99,0,-5,1.5,-2.4,-3
CCC(Oc1ccc(Br)cc1)C(=O)N1CCN(c2ncccn2)CC1 (centres undefined),10,-7,-3,1,nt,-2,2,0.7,-3.2,-1
CC/C(=N\NC(=O)c1nnn(-c2nonc2N)c1-c1cccc(OC)c1)c1ccc(C)cc1,8,2,-1,2,nt,-1,1,1.0,-2.5,-3
Cc1ccc(S(=O)(=O)N2CCC(C(=O)OCC(=O)Nc3cc(S(C)(=O)=O)ccc3Cl)CC2)cc1C,-1,0,-2,40*,106,0,-3,0.7,6.0,0
Cc1nnc(SCCn2c(N3CCCC(C)C3)nc3c2c(=O)n(C)c(=O)n3C)s1 (centres undefined),2,-5,-2,nt,107,nt,1,-0.7,-0.3,-5
NC(=O)CSc1nc(-c2ccccc2)nc2ccccc12,0,0,-2,-4,102,1,3,-0.3,0.1,-1
O=C(COC(=O)c1n[nH]c2ccccc12)Nc1ccc(Cl)cc1[N+](=O)[O-],8,0,0,2,105,3,-2,-0.9,-0.5,-7
COC(=O)C1=C(C)N(Cc2ccccc2)C(=O)/C1=C\c1ccco1,-6,-1,-2,-4,nt,6,-3,-0.6,0.1,1
O=S(=O)(c1ccc(S(=O)(=O)N2CCC(O)CC2)cc1)N1CCCC1,3,-3,-1,-2,100,7,9,-0.8,-2.8,-9
COc1ccc(C(=O)C2CCCN(Cc3ccc4nonc4c3)C2)c(OC)c1 (centres undefined),-9,4,-5,2,118,-2,-3,0.2,0.2,-8
O=C(Nc1cc(Cl)ccc1N1CCOCC1)c1ccco1,-5,-2,-1,nt,98,2,-2,0.5,-1.0,8
O=C(Cc1ccc(NS(=O)(=O)c2ccc(F)cc2)cc1)NCc1ccccc1,4,-3,1,4,112,nt,-1,-0.6,-0.7,-4
COc1ccc(C(C)=O)cc1COC(=O)c1cnc(Cl)c(Cl)c1,12,6,-8,2,97,-4,6,-6.3,-0.4,2
CN(C)c1ccc(CNc2ncn[nH]2)cc1,19,-4,1,2,102,3,2,0.0,-4.1,-9
CC(=O)[C@@H]1[C@@H]2C(=O)N(c3ccccc3F)C(=O)[C@@H]2[C@H]2c3ccccc3C=NN12,14,nt,nt,nt,107,-2,2,nt,nt,nt
O=[N+]([O-])c1ccccc1Oc1cnc2ccccc2n1,9,-4,-3,-1,91,1,0,-1.5,-3.1,-10
C/C(N)=C(/C#N)C(=O)CSc1cc(C)c2cc(C)cc(C)c2n1,-21,7,-4,-1,124,1,2,0.7,-1.3,-6
O=C(NNS(=O)(=O)c1ccccc1[N+](=O)[O-])c1cc2ccccc2cc1O,4,-4,7,-5,103,10,-4,1.0,-0.3,-10
COCCOc1ccc(C(F)(F)F)cc1NC(=O)Cc1ccc(S(=O)(=O)N2CCOCC2)s1,-1,1,1,-5,102,-2,8,1.6,-2.7,-1
CCCCN(CC)CCCNC(=S)Nc1ccc2nc3n(c(=O)c2c1)CCCCC3,-4,0,0,nt,100,27,4,-1.4,-0.6,8
O=C(NCC(=O)N1CC=C(c2ccccc2)CC1)c1ccc(F)cc1,0,1,0,nt,90,1,1,0.3,0.0,2
CCCCCCCOc1ccc(OC(=O)c2cccnc2)cc1,-5,-3,-1,0,105,-2,5,-1.1,-2.1,1
CCC1(c2ccccc2)NC(=O)N(CC(=O)Nc2ccc(N3CCCC3)cc2C)C1=O (centres undefined),19,1,2,0,94,4,-3,-0.1,-1.5,-1
O=C(c1cc2ccccc2cc1O)N1CCN(c2ccc([N+](=O)[O-])cc2)CC1,-5,-2,2,-2,97,-2,4,-1.2,-1.3,5
CCS(=O)c1scc(-c2ccc(Cl)cc2)c1C#N (centres undefined),-4,0,1,-6,117,0,9.0*,-0.3,0.0,-2

# Reprinted at random: 2 compounds from above.
SMILES,Arr AP2 block,Keap1 Nrf2 FP,DAGLB inh,CAL PDZ FP-1,DSG3 Ab inh,NSD2 HMT inh,V-ATPase pH,LANA DNA inh,CAL PDZ FP-2,RTF Ca sens inh
O=S(=O)(c1ccc(S(=O)(=O)N2CCC(O)CC2)cc1)N1CCCC1,3,-3,-1,-2,100,7,9,-0.8,-2.8,-9
NC(=O)CSc1nc(-c2ccccc2)nc2ccccc12,0,0,-2,-4,102,1,3,-0.3,0.1,-1

# (listing goes on)
SMILES,Arr AP2 block,Keap1 Nrf2 FP,DAGLB inh,CAL PDZ FP-1,DSG3 Ab inh,NSD2 HMT inh,V-ATPase pH,LANA DNA inh,CAL PDZ FP-2,RTF Ca sens inh
COc1ccccc1N(CC(=O)NC1CCCCC1C)S(=O)(=O)c1cccs1 (centres undefined),2,-2,1,-17,nt,0,4,1.9,0.1,-5
COc1ccc(C(=O)Nc2cccc(C(=O)N3CCCCC3)c2)cc1,-1,-2,2,-2,103,0,1,0.6,-3.6,-3
O=C(N/N=C/c1cccc([N+](=O)[O-])c1)C1CC(=O)N(c2ccc(Br)cc2)C1 (centres undefined),7,-3,-1,-1,114,0,3,0.5,-7.4,-25
Cc1cc(CNC(=O)CC2C(=O)NCCN2CC(c2ccccc2)c2ccccc2)on1 (centres undefined),3,-1,1,-2,105,8,2,2.6,-0.1,-13
CCOc1cc(C(C(=O)NCC2CCCO2)N(C(=O)Cn2nnc3ccccc32)c2cccc(OC)c2)ccc1O (centres undefined),4,0,2,0,95,-1,-4,0.7,-1.9,-13
C[C@@H]1C(=O)O[C@H]2[C@H](O)[C@@]34[C@H]5C[C@@H](C(C)(C)C)[C@]36[C@@H](OC(=O)[C@@H]6O)O[C@@]4(C(=O)O5)[C@@]12O,-9,1,3,-2,94,2,3,2.6,-1.6,-4

# Only part of the results is shown; count on the stated rates, not on these rows.
